Assay outcomes (PubChem BioAssay)
15-hLO inh – blocks human 15-lipoxygenase activity | purified 15hLO-1, xylenol orange hydroperoxide absorbance | Potency, µM (titrated, usually from 57.1 µM), for inactives: at the top dose activity change, negative = inhibition, actives largely listed as inhibitors | 1.4% of 74,000 active | AID 887; active = well fitted inhibition curve with a large enough effect; inconclusive = small, poorly fitted or top-dose-only effect; inactive = no such curve, though single readings can be large or run the other way; also: nearly all actives have a fitted effect of over 55% in size
Target sequence (P16050 whole entry, looked up): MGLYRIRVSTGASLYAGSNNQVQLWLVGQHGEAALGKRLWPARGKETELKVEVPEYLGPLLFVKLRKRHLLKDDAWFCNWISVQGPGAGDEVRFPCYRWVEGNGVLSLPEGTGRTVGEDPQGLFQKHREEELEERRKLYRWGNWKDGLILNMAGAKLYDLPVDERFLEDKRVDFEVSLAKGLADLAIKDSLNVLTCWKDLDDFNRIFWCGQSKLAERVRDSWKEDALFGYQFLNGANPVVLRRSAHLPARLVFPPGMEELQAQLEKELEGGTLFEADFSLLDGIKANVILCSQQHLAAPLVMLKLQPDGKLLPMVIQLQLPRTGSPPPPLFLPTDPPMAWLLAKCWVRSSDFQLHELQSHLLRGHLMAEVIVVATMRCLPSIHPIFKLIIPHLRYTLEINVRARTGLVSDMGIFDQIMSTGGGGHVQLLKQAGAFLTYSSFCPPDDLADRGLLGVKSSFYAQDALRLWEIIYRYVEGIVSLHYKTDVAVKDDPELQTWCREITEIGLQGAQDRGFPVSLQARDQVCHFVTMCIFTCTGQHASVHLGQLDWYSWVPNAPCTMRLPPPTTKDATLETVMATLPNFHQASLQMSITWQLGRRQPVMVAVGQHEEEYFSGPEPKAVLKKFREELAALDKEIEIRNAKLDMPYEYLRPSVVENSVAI
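Readout: Fe(III)-xylenol orange absorbance, 573-to-405 nm ratio as reaction progress. Enzyme 40 nM purified human 15hLO-1, substrate 50 uM arachidonic acid, 6 min RT after 15 min compound preincubation; Hepes pH 7.5 buffer with Triton X-100.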
An asterisk follows results filed as active; ? = inconclusive; & = joins results of further samples; [ ] = dose if it differs, or a comment. % is scaled to controls: 0 for no effect and ±100 for the full control effect; potency is read from the fitted curve at half-maximal effect.

SMILES	15-hLO inh
CC(C)C(NC(=O)C(Cc1ccc(O)cc1)NC(=O)C(NC(=O)C(F)(F)F)C(C)C)C(=O)O (centres undefined)	-1%
CC(=O)OC1CC2C(C)(C)C(=O)C3OC3[C@]2(C)C2CC[C@@]3(C)C(c4ccoc4)OC(=O)C4OC43[C@]12C (some centres undefined)	-23%
C[C@@H]1O[C@@H](OC[C@H]2O[C@@H](Oc3c(-c4cccc(O)c4O)oc4cc(O)cc(O)c4c3=O)[C@H](O)[C@@H](O)[C@@H]2O)[C@H](O)[C@H](O)[C@H]1O	-4%[25.6 µM]
CC(=O)OC/C=C(\C)CC/C=C(\C)CC/C=C(\C)CC/C=C(\C)CC/C=C(\C)CC/C=C(\C)CC/C=C(\C)CC/C=C(\C)CCC=C(C)C	-5%
COc1cc(/C=C/C(=O)N2CCCCC2=O)cc(OC)c1OC	4%[25.6 µM]
C=C1C2CC[C@@]3(C)C(c4ccoc4)OC(=O)C[C@@]13OC1CC(O)C(C)(C)C(CC(=O)OC)[C@@]12C (some centres undefined)	-5%&-1%
C#C[C@]1(O)CCC2C3CCC4=CC(=O)CCC4C3CC[C@@]21C (some centres undefined)	2%
CC(C1OC(C)(C)C(O)C1O)C1CC[C@@]2(C)C3=CCC4C(C)(C)C(=O)CC[C@]4(C)C3CC[C@@]12C (some centres undefined)	-24%
COc1cccc2oc(-c3ccccc3)cc(=O)c12	11%[25.6 µM]
CC(=O)OC1CCC2(O)CC1(C)CCC1C2CC1(C)C (centres undefined)	-2%
C=CCSSSCC=C	-1%
COc1cc(O)c(C(=O)O)c(O)c1	-4%
COc1cccc(-c2cc(=O)c3ccc(OC)cc3o2)c1	-1%
CCCN1CC(CSC)C[C@H]2c3cccc4[nH]cc(c34)C[C@H]21 (some centres undefined)	-7%
CO/N=C(/C(=O)NC1C(=O)N2C(C(=O)O)=C(COC(N)=O)CSC12)c1ccco1 (centres undefined)	2%
CC(C)COCC(CN(Cc1ccccc1)c1ccccc1)N1CCCC1 (centres undefined)	1%
O=c1oc2ccccc2cc1O	4%
CC(=O)OC(C)(C)C1Cc2cc3ccc(=O)oc3cc2O1 (centres undefined)	3%
COc1ccc(C2CC(=O)c3c(O)cc(OC4OC(COC5OC(C)C(O)C(O)C5O)C(O)C(O)C4O)cc3O2)cc1O (centres undefined)	-3%[25.6 µM]
C=CC(C1=CC(=O)C(OC)=CC1=O)c1ccc(O)cc1 (centres undefined)	25µM*
COC(=O)CC1C(C)(C)C(OC(C)=O)[C@@]2(O)C=C3C4CC(=O)OC(c5ccoc5)[C@]4(C)CCC3[C@@]1(C)C2=O (some centres undefined)	1%
COC(=O)C1OC(=O)C2O[C@@]23[C@]2(C)C(OC(C)=O)CC4C(C)(C)C(=O)CC[C@]4(C)C2CC[C@@]13C (some centres undefined)	-3%
CC1CC[C@]2(CO)CC[C@]3(C)C(=CCC4[C@@]5(C)CCC(O)C(C)(C)C5CC[C@@]43C)C2C1C (some centres undefined)	7%
CC1(C)CC[C@]2(C)CC[C@@]3(C)C(=CCC4[C@@]5(C)CCC(O)C(C)(C)C5CC[C@@]43C)C2C1 (some centres undefined)	-3%
CC1O[C@@H](O[C@H]2C(Oc3cc(O)c4c(c3)OC(c3ccc(O)cc3)CC4=O)OC(CO)C(O)C2O)C(O)C(O)C1O (some centres undefined)	-5%
CC(=O)[C@@H]1[C@H]2[C@H](C(=O)[C@H]3OC[C@@H]2O3)[C@H]2C=Cc3ccccc3N21	-14%[25.6 µM]
Cc1ccc2c(c1)CC[C@H]1CC(=O)CC[C@@]21C	0%
CCCC1OC2CC3C4CCC5=CC(=O)C=CC5(C)C4C(O)CC3(C)[C@]2(C(=O)CO)O1 (some centres undefined)	-1%
O=c1cc(-c2ccc(O)c(O)c2)oc2cc(OC3OC(CO)C(O)C(O)C3O)cc(O)c12 (centres undefined)	-19%[25.6 µM]
CN(C)CCc1c[nH]c2ccc(Cn3cncn3)cc12	-7%
CC(C)=CCc1c(O)cc2occ(-c3ccc4c(c3)OCO4)c(=O)c2c1O	-16%
CC1=C(/C=C/C(C)=C/C=C/C(C)=C/C=C/C=C(C)/C=C/C=C(C)/C=C/C2=C(C)CCCC2(C)C)C(C)(C)CCC1	12%
C=CCSCC(N)C(=O)O (centres undefined)	-3%
CCCCC1=NC2(CCCC2)C(=O)N1Cc1ccc(-c2ccccc2-c2nn[nH]n2)cc1	-5%
CC(=O)OCC(=O)[C@@]1(O)CCC2C3CC(C)C4=CC(=O)C=CC4(C)C3C(O)CC21C (some centres undefined)	-1%
COc1ccc(/C=C/C(=O)c2cc(O)ccc2O)cc1	20µM*
Cc1c(C)c2c(c(C)c1O)CCC(C)(CCCC(C)CCCC(C)CCCC(C)C)O2 (centres undefined)	3%
CC(=O)Oc1ccc2c(c1)CCC1C2CC[C@]2(C)C(=O)CCC12 (some centres undefined)	-4%
COC(=O)C1OC(=O)C2OC23[C@]2(C)C(O)CC4C(C)(C)C(OC(C)=O)CC(OC(C)=O)[C@@]4(C)C2CC[C@@]13C (some centres undefined)	5%&-4%
CCC(=O)c1c(O)cc(O)cc1O	7%

For reference, some entries already given.
SMILES	15-hLO inh
COc1cccc(-c2cc(=O)c3ccc(OC)cc3o2)c1	-1%
CCCN1CC(CSC)C[C@H]2c3cccc4[nH]cc(c34)C[C@H]21 (some centres undefined)	-7%
CO/N=C(/C(=O)NC1C(=O)N2C(C(=O)O)=C(COC(N)=O)CSC12)c1ccco1 (centres undefined)	2%
CC(C)COCC(CN(Cc1ccccc1)c1ccccc1)N1CCCC1 (centres undefined)	1%
O=c1oc2ccccc2cc1O	4%
CC(=O)OC(C)(C)C1Cc2cc3ccc(=O)oc3cc2O1 (centres undefined)	3%
COc1ccc(C2CC(=O)c3c(O)cc(OC4OC(COC5OC(C)C(O)C(O)C5O)C(O)C(O)C4O)cc3O2)cc1O (centres undefined)	-3%[25.6 µM]

(list continues)
SMILES	15-hLO inh
CC(=O)OC1CC2C(C)(C)C(O)CC[C@@]2(C)C2CC[C@@]3(C)C(c4ccoc4)OC(=O)C4O[C@@]43[C@]12C (some centres undefined)	-10%
CC1(C)CC[C@]2(C(=O)O)CC[C@@]3(C)C(=CCC4[C@@]5(C)CCC(O)[C@@](C)(CO)C5CC[C@@]43C)C2C1 (some centres undefined)	0%
CC(CCC(=O)O)C1CCC2C3C(=O)CC4CC(=O)CC[C@@]4(C)C3CC(=O)[C@]12C (some centres undefined)	0%
COc1ccc(/C=C/C(=O)c2cccs2)cc1OC	-21%[25.6 µM]
CNCC(O)c1cccc(O)c1 (centres undefined)	6%
CC(C)C1=CC2=CC[C@@H]3[C@@](C)(C(=O)O)CCC[C@]3(C)C2CC1 (some centres undefined)	7.9µM*
COc1ccc2c(c1)OCc1c-2oc2cc(OC)ccc12	?
CC(C)=CCC/C(C)=C\COc1c2ccoc2cc2oc(=O)ccc12	-3%[25.6 µM]
CC(CCC(=O)O)C1CCC2C3CC[C@H]4CC(O)CC[C@@]4(C)C3CC(O)[C@]12C (some centres undefined)	6%
C=C[C@](C)(O)CCC1C(=C)CC(OC(C)=O)C2C(C)(C)CCCC12C (some centres undefined)	-70%
COc1ccc(/C=C/C(=O)c2ccc(O)cc2O)cc1	20µM*
CC1CCC2[C@](C)(CO)C(O)CC[C@]2(C)C12CCC(CO)(CCO)O2 (some centres undefined)	-6%[25.6 µM]
C/C(=C\COc1cc(=O)[nH]c2ccccc12)CCC(O)C(C)(C)O (centres undefined)	4%[25.6 µM]
CC1=CC(=O)C2=C(C)CCC3C(C)C(=O)OC3C12 (centres undefined)	12%[25.6 µM]
COC(=O)[C@]1(C)CCC[C@]2(C)c3ccc(C(C)C)cc3C(=O)CC12 (some centres undefined)	?
Cc1cc(O)c(C=O)c2c1C(=O)Oc1c(COC(=O)/C=C/C(=O)O)c(O)c(C(=O)O)c(C)c1O2	?
NC(CSCSCC(N)C(=O)O)C(=O)O (centres undefined)	-6%
Cc1csc(-c2nc3ccccc3n2C)n1	-13%[25.6 µM]
NCC1O[C@@H](OC2C(N)C[C@H](N)[C@@H](O[C@H]3OC(CO)C(O)C(N)C3O)C2O)C(N)C(O)C1O (some centres undefined)	43%[activator]
NS(=O)(=O)c1cc(C2(O)NC(=O)c3ccccc32)ccc1Cl (centres undefined)	0%
CC(C)=CCc1c2c(c3occ(-c4ccc(O)cc4)c(=O)c3c1O)C=CC(C)(C)O2	?
Cc1cc(OC(=O)c2c(C)cc(O)cc2O)cc(O)c1C(=O)O	?
C[C@]12CCC3c4ccc(OS(=O)(=O)O)cc4CCC3C1CCC2=O (some centres undefined)	-8%
O=C(O)C1OC(O)C(O)C(O)C1O (centres undefined)	15%[25.6 µM]
CC1CCC2(OC1)OC1CC3C4CCC5CC(O)CCC5(C)C4=CCC3(C)C1C2C (centres undefined)	3%
COc1cc(C2c3cc4c(cc3C(O[C@@H]3OC5COC(c6cccs6)OC5C(O)C3O)C3COC(=O)C23)OCO4)cc(OC)c1O (some centres undefined)	-3%
CC1CCC(NC(=O)N(CCCl)N=O)CC1 (centres undefined)	4%
COc1ccc(-c2coc3cc(OC)cc(OC)c3c2=O)cc1	5%
O=C(O)[C@H]1C(=CCO)O[C@H]2CC(=O)N12	-3%
CCN1CCN(C(=O)NC(C(=O)NC2C(=O)N3C2SC(C)(C)C3C(=O)O)c2ccccc2)C(=O)C1=O (centres undefined)	-14%
C=C1C(=O)O[C@@H]2C3OC3(C)CC/C=C(\C)CC[C@@H]12 (some centres undefined)	12%[25.6 µM]
CC(=O)NC(CC(=O)O)C(=O)NC(CCC(=O)O)C(=O)O (centres undefined)	13%
COC(=O)c1c(OC)cc2c(c1C)Oc1c(Cl)c(O)c(Cl)c(C)c1C(=O)O2	-14%
COC(=O)c1c(Cl)c(Cl)c(C(=O)OC)c(Cl)c1Cl	5%
C/C1=C2N=C(/C=C3N=C(/C(C)=C4\[N-]C(C)(C5N=C1C(C)(CCC(=O)NCC(C)OP(=O)([O-])O[C@H]1C(O)C(n6cnc7cc(C)c(C)cc76)O[C@@H]1CO)C5CC(N)=O)C(C)(CC(N)=O)C4CCC(N)=O)C(C)(CC(N)=O)C\3CCC(N)=O)C(C)(C)C/2CCC(N)=O.[CH2-]C1OC(n2cnc3c(N)ncnc32)C(O)C1O.[Co] (some centres undefined)	-14%
C=C1C(=O)OC2CC1C(OC(C)=O)CC(C)=CCCC(C)=CCC[C@@]2(C)O (some centres undefined)	-5%
COC(=O)CC1[C@@]2(C)C[C@]34OC5(C)OC6(C7CC(=O)OC(c8ccoc8)[C@]7(C)CCC6(O5)[C@]13C)C(OC(C)=O)[C@]4(OC(C)=O)C2OC(C)=O (some centres undefined)	2%
Clc1ccc2nc(-c3ccccc3)[nH]c2c1	-18%[25.6 µM]
C[C@@H]1/C(=N/O)CC2C[C@@H]1C2(C)C	-10%
COc1cc(C(=O)OC2CC[C@]3(C)C4CCC5[C@]6(O)CC(O)[C@]7(O)C(CN8CC(C)CCC8[C@]7(C)O)[C@]6(O)C[C@@]53O[C@]24O)cc(OC)c1OC (some centres undefined)	0%

Printed as active in 15-hLO inh (from the list above):
SMILES	15-hLO inh
C=CC(C1=CC(=O)C(OC)=CC1=O)c1ccc(O)cc1 (centres undefined)	25µM*
COc1ccc(/C=C/C(=O)c2cc(O)ccc2O)cc1	20µM*
CC(C)C1=CC2=CC[C@@H]3[C@@](C)(C(=O)O)CCC[C@]3(C)C2CC1 (some centres undefined)	7.9µM*
COc1ccc(/C=C/C(=O)c2ccc(O)cc2O)cc1	20µM*

Going on with the list:
SMILES	15-hLO inh
COc1ccc(C(=O)O)c(O)c1OC	3%
C=NC(C(=O)NC1C(=O)N2C1SC(C)(C)C2C(=O)O)c1ccccc1 (centres undefined)	-25%
O=c1c(O)c(-c2ccc(O)c(O)c2)oc2c(OC3OC(CO)C(O)C(O)C3O)c(O)cc(O)c12 (centres undefined)	-17%
CNCC(O)c1ccc(O)c(O)c1 (centres undefined)	-2%
O=C(O)c1cc(O)c2c(c1)[C@H]([C@H]1c3cc(C(=O)O)cc(O)c3C(=O)c3c(O[C@@H]4OC(CO)C(O)C(O)C4O)cccc31)c1cccc(O[C@@H]3OC(CO)C(O)C(O)C3O)c1C2=O (some centres undefined)	13µM*
c1ccc(-c2csc(-c3nc4ccccc4[nH]3)n2)cc1	7.9µM*
NC(=O)NCCC[C@H](N)C(=O)O	7%[25.6 µM]
CO[C@@]1(NC(=O)CSCC#N)C(=O)N2C(C(=O)O)=C(CSc3nnnn3C)CSC21 (some centres undefined)	5%
CCN(CCO)CCCC(C)Nc1ccnc2cc(Cl)ccc12 (centres undefined)	3%
COc1cc(OC)c2c(c1)OC(c1ccccc1)CC2=O (centres undefined)	-4%[25.6 µM]
O=C(Oc1ccccc1C(=O)O)c1ccccc1O	-1%
COc1cc(OC)c2c(=O)c(O)c(-c3ccc(OC)c(OC)c3)oc2c1	-2%
NC(Cc1c[nH]c2ccccc12)C(=O)O (centres undefined)	7.9µM*
C=CCc1ccc(OC(=O)c2ccccc2)c(OC)c1	0%
CC(C)c1nc(N(C)S(C)(=O)=O)nc(-c2ccc(F)cc2)c1/C=C/C(O)CC(O)CC(=O)O (centres undefined)	-3%
O=c1c2cc(O)c(O)cc2oc2cc(O)c(C3OC(CO)C(O)C(O)C3O)c(O)c12 (centres undefined)	-17%
CCN(CC)CCOC(=O)C(c1ccccc1)C1CCCCC1 (centres undefined)	3%

Reprinted at random: 3 compounds from above.
SMILES	15-hLO inh
CC(=O)OC1CCC2(O)CC1(C)CCC1C2CC1(C)C (centres undefined)	-2%
CC(=O)NC(CC(=O)O)C(=O)NC(CCC(=O)O)C(=O)O (centres undefined)	13%
CC1CCC2[C@](C)(CO)C(O)CC[C@]2(C)C12CCC(CO)(CCO)O2 (some centres undefined)	-6%[25.6 µM]

Not all compounds are listed; count on the stated rates, not on these rows.
